Bioassay records as filed in PubChem BioAssay.
Neddyl block: inhibitors of human cullin neddylation | P61081+Q13564 | TR-FRET cullin neddylation, biochemical | calls only at 25 µM | actives 0.58% (n = 360,000) | AID 651699; in the data active = inhibition above about 36%
PABP1 MLLE inh: inhibitors of microRNA-mediated deadenylation, human PABP1 MLLE binding; inhibition, % at 20 µM; GST-MLLE / FITC-PAM2 fluorescence polarization; actives 0.36% (n = 360,000); P11940; in the data active = inhibition above about 35%, passing the limit was not always enough;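 also: plate controls were DMSO wells with GST-MLLE for no effect and wells lacking GST-MLLE protein for full effect; some results filed as inactive read as strong as hits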
Rin1-Abl PPI inh: blocks binding of human Rin1 to Abl | inhibition, % at 7.35 µM | actives 0.4% (n = 360,000) | TR-FRET Rin1/Abl binding, biochemical; in the data active = inhibition above about 5%, passing the limit was not always enough
Target sequence (P00519 whole entry, looked up): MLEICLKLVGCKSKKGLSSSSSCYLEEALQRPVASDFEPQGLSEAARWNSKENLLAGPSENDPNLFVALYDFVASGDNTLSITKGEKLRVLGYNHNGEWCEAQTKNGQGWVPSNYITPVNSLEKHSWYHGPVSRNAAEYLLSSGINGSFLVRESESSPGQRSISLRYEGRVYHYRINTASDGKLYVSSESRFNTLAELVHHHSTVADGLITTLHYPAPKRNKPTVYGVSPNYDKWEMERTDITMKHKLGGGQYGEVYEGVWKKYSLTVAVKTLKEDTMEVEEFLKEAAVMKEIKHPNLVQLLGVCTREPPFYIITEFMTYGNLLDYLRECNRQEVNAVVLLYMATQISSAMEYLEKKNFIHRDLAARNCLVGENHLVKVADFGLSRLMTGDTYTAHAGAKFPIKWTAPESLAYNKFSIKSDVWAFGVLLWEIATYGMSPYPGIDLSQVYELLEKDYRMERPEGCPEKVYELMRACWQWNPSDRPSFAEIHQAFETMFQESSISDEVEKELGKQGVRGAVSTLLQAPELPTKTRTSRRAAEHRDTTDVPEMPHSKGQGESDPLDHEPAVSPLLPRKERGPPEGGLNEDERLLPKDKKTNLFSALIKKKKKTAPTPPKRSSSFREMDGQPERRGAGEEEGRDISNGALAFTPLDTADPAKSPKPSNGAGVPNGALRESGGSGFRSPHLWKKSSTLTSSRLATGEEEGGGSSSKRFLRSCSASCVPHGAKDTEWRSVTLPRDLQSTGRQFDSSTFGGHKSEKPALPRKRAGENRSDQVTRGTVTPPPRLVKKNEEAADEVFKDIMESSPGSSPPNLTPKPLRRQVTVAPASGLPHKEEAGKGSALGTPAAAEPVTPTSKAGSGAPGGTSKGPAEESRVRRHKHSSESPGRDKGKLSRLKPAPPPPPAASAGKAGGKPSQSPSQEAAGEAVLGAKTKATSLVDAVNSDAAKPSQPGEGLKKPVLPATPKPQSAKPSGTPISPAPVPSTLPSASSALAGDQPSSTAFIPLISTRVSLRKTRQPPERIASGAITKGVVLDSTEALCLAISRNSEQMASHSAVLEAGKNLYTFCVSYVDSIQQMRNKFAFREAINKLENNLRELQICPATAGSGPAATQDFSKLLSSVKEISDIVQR
Target sequence (Q13671 whole entry, looked up): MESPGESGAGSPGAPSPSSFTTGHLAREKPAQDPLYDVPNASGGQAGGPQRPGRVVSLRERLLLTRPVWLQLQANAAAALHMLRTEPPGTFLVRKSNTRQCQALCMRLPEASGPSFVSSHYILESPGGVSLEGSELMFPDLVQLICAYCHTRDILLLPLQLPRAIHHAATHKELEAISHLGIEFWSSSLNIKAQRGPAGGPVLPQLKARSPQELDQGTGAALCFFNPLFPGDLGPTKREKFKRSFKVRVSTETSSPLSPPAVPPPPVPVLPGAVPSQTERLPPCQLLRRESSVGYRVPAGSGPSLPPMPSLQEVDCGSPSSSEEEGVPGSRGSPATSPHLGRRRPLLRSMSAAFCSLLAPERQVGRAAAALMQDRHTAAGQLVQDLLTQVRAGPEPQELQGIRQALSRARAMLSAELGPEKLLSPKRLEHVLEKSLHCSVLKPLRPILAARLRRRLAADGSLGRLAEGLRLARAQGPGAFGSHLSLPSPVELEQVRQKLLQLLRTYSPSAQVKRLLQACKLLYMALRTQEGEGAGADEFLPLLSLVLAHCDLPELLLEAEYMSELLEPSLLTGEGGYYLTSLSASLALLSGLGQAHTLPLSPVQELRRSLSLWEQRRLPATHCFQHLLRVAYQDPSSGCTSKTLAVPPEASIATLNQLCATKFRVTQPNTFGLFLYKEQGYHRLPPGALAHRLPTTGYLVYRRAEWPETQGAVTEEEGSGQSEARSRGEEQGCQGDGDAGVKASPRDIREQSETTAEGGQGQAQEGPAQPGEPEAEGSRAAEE
Tb MetRS inh: blocks T. brucei methionyl-tRNA synthetase activity; purified T. brucei MetRS, ATP depletion, Kinase-Glo luminescence; inhibition, % at 11.9 µM; actives 0.4% (n = 360,000); AID 624268;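 active = inhibition above a per-plate cutoff of the control wells' mean inhibition plus 3 SD, cut at about 5.5% in these data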;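 also: 0% = DMSO wells median and 100% = median of wells with control inhibitor compound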
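Assay system: T. brucei methionyl-tRNA synthetase, purified | Medium: HEPES buffer with MgCl2, KCl, DTT, spermine, BSA, pyrophosphatase | Compound: 11.9 µM single point | Incubation: 15 min enzyme-compound preincubation, 2 h reaction, 10 min detection, 25 °C | Measured by: Kinase-Glo luciferase luminescence reporting remaining unconsumed ATP | Measure: % inhibition normalized to control-well medians | Replication: Singlicate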
FAS-TE inh: FAS thioesterase (human) inhibition; P49327; recombinant FAS-TE, OMFH fluorogenic substrate, fluorescence endpoint; inhibition, % at 15 µM; actives 0.67% (n = 360,000);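 active = compounds whose normalised, plate-corrected inhibition of enzyme fluorescence in the single-dose primary screen is 50% or more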;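 also: 0% = DMSO with enzyme and 100% = substrate without enzyme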
E coli Lon inh: inhibits E. coli Lon protease | P0A9M0 | purified E. coli Lon protease, fluorescence polarization | inhibition, % at 7.94 µM | actives 0.42% (n = 360,000) | AID 602123; in the data active = inhibition above about 13%, passing the limit was not always enough;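 also: 0% = enzyme with probe and DMSO and 100% = no enzyme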
bovine MsrA act: bovine methionine sulfoxide reductase A activation; AID 602163; actives 0.3% (n = 360,000); purified bovine MsrA, absorbance read-out; activation, % at 10.6 µM; in the data active = activation above about 7.5%;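 also: 0% = vehicle and 100% = reference activator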
MsrA inh: inhibits bovine methionine sulfoxide reductase A | AID 651718 | actives 0.75% (n = 360,000) | purified bovine MsrA, absorbance read-out | inhibition, % at 15.5 µM; in the data active = inhibition above about 4.5%;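 also: 0% = vehicle wells with enzyme and 100% = reference inhibitor wells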
CSN deneddyl inh: blocks human CSN-mediated cullin deneddylation. Purified CSN, SCF-Nedd8-OG deneddylation, fluorescence polarization. AID 651999. inhibition, % at 12.5 µM. actives 0.38% (n = 360,000). Q92905;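 active = pattern-corrected inhibition above about 35%, with an unprinted fluorescence ratio check between 0.5 and 1.5, limit read from the data, passing the limit was not always enough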;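 also: 0% = enzyme with substrate and 100% = substrate without enzyme; some results filed as inactive read as strong as hits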
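Detection – fluorescence polarization · System – HEK293T-derived human Csn5 enzyme · Controls – substrate-only high control, full reaction low control · Timing – 90 min, room temperature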
Active calls of the source: *; i = inactive; . = no result given; + = active, no number.

SMILES	Neddyl block	PABP1 MLLE inh	Rin1-Abl PPI inh	Tb MetRS inh	FAS-TE inh	E coli Lon inh	bovine MsrA act	MsrA inh	CSN deneddyl inh
CC(=O)Nc1cccc(/C(C)=N/NC(=O)c2cccc(S(=O)(=O)N3CCCC3)c2)c1	i	-1	-1	-0.3	-7	-1	-3	1.0	2
Cn1c(C(O)c2ccc3c(c2)OCO3)nc2ccccc21 (stereo not drawn)	i	4	-3	-0.3	-2	-5	-2	-0.4	-2
O=C(NCCCn1ccnc1)c1ccncc1	i	8	2	0.1	-8	-5	-2	-1.1	2
COc1ccc(/C=N/NS(=O)(=O)c2ccccc2)cc1OS(=O)(=O)c1ccccc1	i	-23	-4	0.6	9	-1	-3	-0.8	-6
CSc1nc2ccc(NC(=O)C3CC(=O)N(Cc4ccccc4)C3)cc2s1 (stereo not drawn)	i	-10	3	-0.8	-14	-9	-10	-0.6	0
CCOC(=O)N1CCC(NC(=O)CSc2cc(=O)n(C)c3ccccc23)CC1	i	6	-62	0.2	0	6	2	1.6	-4
CCCC(=O)Nc1nnc(-c2ccc3c(c2)OCO3)s1	.	7	-3	0.2	1	-2	-1	2.8	-3
O=S(=O)(Nc1ccc(O)c(NS(=O)(=O)c2ccccc2)c1)c1ccccc1	i	11	1	-0.2	-7	18*	-3	1.1	3
COc1ccc(NC(=O)Cn2nnc(C(=O)NCc3cccs3)c2N)cc1	i	-5	0	-0.2	-4	0	-8	1.2	2
C=CCNc1ccccc1S(=O)(=O)NCc1ccccc1	i	12	1	-2.4	10	-5	-6	0.8	-4

By substructure, the compounds so far containing two or more sulfur atoms
SMILES	Neddyl block	PABP1 MLLE inh	Rin1-Abl PPI inh	Tb MetRS inh	FAS-TE inh	E coli Lon inh	bovine MsrA act	MsrA inh	CSN deneddyl inh
COc1ccc(/C=N/NS(=O)(=O)c2ccccc2)cc1OS(=O)(=O)c1ccccc1	i	-23	-4	0.6	9	-1	-3	-0.8	-6
CSc1nc2ccc(NC(=O)C3CC(=O)N(Cc4ccccc4)C3)cc2s1 (stereo not drawn)	i	-10	3	-0.8	-14	-9	-10	-0.6	0
O=S(=O)(Nc1ccc(O)c(NS(=O)(=O)c2ccccc2)c1)c1ccccc1	i	11	1	-0.2	-7	18*	-3	1.1	3

Returning to the listing with the two entries that preceded the break.
SMILES	Neddyl block	PABP1 MLLE inh	Rin1-Abl PPI inh	Tb MetRS inh	FAS-TE inh	E coli Lon inh	bovine MsrA act	MsrA inh	CSN deneddyl inh
COc1ccc(NC(=O)Cn2nnc(C(=O)NCc3cccs3)c2N)cc1	i	-5	0	-0.2	-4	0	-8	1.2	2
C=CCNc1ccccc1S(=O)(=O)NCc1ccccc1	i	12	1	-2.4	10	-5	-6	0.8	-4
COC(=O)c1ccc(NC2=C(Cl)C(=O)OC2OC(=O)c2ccccc2)cc1 (stereo not drawn)	i	6	2	-0.4	49	3	-2	-0.3	-1
O=C(CN1C(=O)NC2(CCCCC2)C1=O)N1CCN(S(=O)(=O)c2cccc([N+](=O)[O-])c2)CC1	i	-10	1	0.1	-6	-10	-2	0.2	-3
CC(C)(Oc1ccc(CCNC(=O)c2ccc(-c3ccc(Cl)cc3)o2)cc1)C(=O)O	i	-8	-2	0.4	-3	3	-13	-0.2	2
Cc1cc(C)cc(C(O)c2ncc(-c3ccccc3C)[nH]2)c1 (stereo not drawn)	i	-7	0	0.5	-5	-7	-2	-0.1	-9
CC(c1ccccc1)N(C)C(=O)CN1CCN(S(=O)(=O)c2ccc3c(c2)OCCCO3)CC1 (stereo not drawn)	i	-4	1	0.0	4	7	-2	1.7	-2
COC(=O)c1c(-c2ccccc2)noc1C	i	18	-1	-0.3	-5	-13	-5	0.9	-3
O=S(=O)(c1ccc(Br)cc1)N1CCN(Cc2ccco2)CC1	i	-12	2	0.0	2	-8	-2	0.3	-2
O=C(Nc1cccc2ccccc12)/C(=C/c1ccc([N+](=O)[O-])cc1)NC(=O)c1ccccc1	i	-12	5	-0.2	34	0	-1	1.1	2
Cc1ccc(-c2noc(CCC(=O)N3CCN(c4cccc(C(F)(F)F)c4)CC3)n2)cc1	i	-7	-2	-0.9	28	4	-2	0.6	0
Cn1c(SCC(=O)NC(C)(C)C)nnc1-c1ccc(C(C)(C)C)cc1	i	-31	-1	0.0	-2	3	-1	0.7	-4
CCN(C[C@H]1N[C@@](CC)(C(=O)OC)[C@H]2C(=O)N(C)C(=O)[C@@H]12)C(=O)Nc1ccc(C)cc1	i	-16	-1	-2.3	-7	-8	-7	1.3	0
O=C(CN1C(=O)c2ccccc2S1(=O)=O)N1CCN(Cc2ccc3c(c2)OCO3)CC1	i	-6	3	-1.3	-1	-6	-1	-1.0	1
CCN1CCN(Cc2nc3c(c(=O)n(C)c(=O)n3C)n2Cc2cccc3ccccc23)CC1	i	-9	1	-1.4	17	-4	0	0.1	2
COc1cc(C(CC(=O)Nc2ccc(Cl)cn2)N2Cc3ccccc3C2=O)cc(OC)c1OC (stereo not drawn)	i	3	2	0.0	4	-6	-4	-0.1	-3
CC(=O)Nc1ccc(C=C(C#N)c2ccc(C)cc2)cc1	i	7	2	-0.2	12	2	0	1.2	5
CCOc1ccc(-n2c(=O)[nH]cc(C(=O)N3CCc4ccccc43)c2=O)cc1	i	0	-3	-0.1	-8	2	-1	-0.6	5
N#Cc1cnc(N)c(Br)c1	i	3	1	-1.0	-3	11	-3	0.3	7
CCC(=O)c1c(NC)cc(C)oc1=O	i	9	-3	-0.1	1	11	-8	0.1	3
COc1ccc(N2C(=O)/C(=C/c3ccc([N+](=O)[O-])cc3)C=C2c2ccccc2)cc1	i	3	1	-1.6	6	-5	-11	-0.3	1
CCN(C(=O)c1ccco1)C1C2CC3CC(C2)CC1C3 (stereo not drawn)	i	-4	-1	-0.8	4	8	-10	-0.4	-4
Cc1ccccc1CNS(=O)(=O)c1c(C(=O)N2CCCCC2)c(C)n(C)c1C	i	5	3	0.2	-3	-8	-3	-0.2	-1
Cc1onc(-c2ccccc2)c1C(=O)N1CCCN2C(=O)c3ccccc3C21 (stereo not drawn)	i	10	1	0.4	-2	-3	-3	-1.6	-4
O=C(NCc1ccccc1)c1nncc(-c2ccccc2)n1	i	-13	-1	-0.5	-8	-3	-4	-1.6	-2
Cc1ccc(OCCNC(=O)c2cccc(S(=O)(=O)N3CCN(Cc4ccccc4)CC3)c2)cc1	i	4	4	-0.3	21	-9	-3	0.0	-2
COc1ccc(S(=O)(=O)Nc2ccc3c(c2)CC(=O)N([C@@H](C)CO)C[C@@H](C)[C@@H](CN(C)Cc2ccccc2)O3)cc1	i	-10	6	-0.3	3	4	-2	0.3	-5
Cc1cc(NC(=O)CN2C(=O)CC(c3ccco3)Sc3ccccc32)no1 (stereo not drawn)	i	15	1	-0.8	0	5	-3	.	5
O=C(NC1CC(=O)N(c2ccc(Cl)cc2)C1)N1CCN(C(=O)c2ccco2)CC1 (stereo not drawn)	i	2	2	-0.4	-4	2	-1	0.3	0
CCOC(=O)c1ccc(NC(=O)C2=C(C)Nc3nc(CCCO)nn3C2c2ccc(OC)cc2)cc1 (stereo not drawn)	i	0	1	-0.9	-3	3	-5	0.6	-5
COc1ccc(C(=O)NCc2nnc(SCC(=O)N3CCC(C)CC3)o2)cc1	i	15	-1	-0.2	-12	-1	-2	-0.5	0
COc1cc(NC(=O)CSc2ncnc3scc(-c4ccccc4)c23)c(C(=O)O)cc1OC	i	-16	1	-0.4	3	-8	2	0.5	4
CC1(CC(=O)N/N=C/c2cc([N+](=O)[O-])c(O)cc2O)OCCO1	i	19	1	-0.5	-3	-1	-5	3.5	15
CCOc1ccc(CC(=O)Nc2cc(=O)n(C)c(=O)n2C)cc1	i	-4	2	0.8	-1	-1	-1	-0.5	-5
CCN1CCN(S(=O)(=O)c2ccc(Cl)c(C(=O)N(C)Cc3cccc(OC)c3)c2)CC1	i	-4	1	-0.2	3	-14	-1	0.8	-3
CCOC(=O)C1(C/C(C)=N/NC(N)=O)CC(C)(C)OC1=O (stereo not drawn)	i	-1	2	-0.7	-15	-2	-9	1.6	0
O=S(=O)(NC(=S)NC1CCCCC1)c1ccc(Cl)cc1	i	27	4	-0.5	-6	-5	-2	0.3	-4
CCOC(=O)c1c(-c2ccc(C)o2)csc1NC(=O)CN1CCOCC1	i	18	-2	-0.4	10	6	-7	-0.5	6
C/C=C/C(=O)N1CC2(CC(c3cccc(NC(=O)CC(c4ccccc4)c4ccccc4)c3)=NO2)C[C@H]1C(N)=O (stereo partly drawn)	i	10	4	-0.2	3	2	0	-0.7	-8
CCCCN(C(=O)c1ccco1)c1c(N)n(CCC)c(=O)[nH]c1=O	i	10	2	-0.5	-5	-10	-9	0.7	-1
CCCNC(=O)C(Cc1cccc(OC)c1)NC(=O)c1ccc(C#N)cc1 (stereo not drawn)	i	-8	4	-0.2	8	11	-2	-1.1	-2
c1ccc(OCCNc2ccn3nc(-c4ccccc4)cc3n2)cc1	.	0	4	-0.3	22	0	-6	1.1	-2
COc1ccc2nc(NC(=O)C3CCN(C(=O)c4ccco4)CC3)sc2c1	i	3	2	-0.6	-2	-3	-1	0.1	4
O=C(NNC(=S)Nc1ccccc1)NNC(=S)Nc1ccccc1	i	-4	2	0.5	-4	-6	-1	-1.6	-14
CC1CCCCN1S(=O)(=O)c1ccc(C(=O)N(CCCN(C)C)c2nc3cc4c(cc3s2)OCO4)cc1 (stereo not drawn)	i	8	0	0.0	7	-1	-3	-0.1	6
CCCc1c(O)nc(SCC(=O)O)[nH]c1=O	i	-3	-1	0.0	-5	-6	-2	-0.3	-2
COc1ccc(S(=O)(=O)Nc2c(C(=O)O)[nH]c3ccccc23)c(OC)c1	i	25	3	-0.1	-6	4	-1	-0.3	-4
CCN(CC(=O)NCc1ccccn1)S(=O)(=O)c1cc(Cl)ccc1Cl	i	18	4	-0.1	-6	2	0	1.2	0
CCOC(=O)c1c(S(=O)(=O)NCC(=O)N2CCN(c3ccc(F)cc3)CC2)c(C)n(C)c1C	i	-1	4	-0.7	-8	15	-7	0.0	-5
Cc1cc2nc(-c3nnnn3-c3c(C)cccc3C)c(=O)[nH]c2cc1C	+	.	.	0.4	0	-4	0	0.4	-4
CC(C(=O)NC(C)(C)C)N1C(=O)c2cccc3cccc(c23)C1=O (stereo not drawn)	i	1	-2	0.1	-2	6	-5	4.8*	-9
COc1ccc(S(=O)(=O)Nc2ccc3c(c2)CCC3)cc1	i	-5	6	0.4	6	0	-3	0.0	-5

(next part)
SMILES	Neddyl block	PABP1 MLLE inh	Rin1-Abl PPI inh	Tb MetRS inh	FAS-TE inh	E coli Lon inh	bovine MsrA act	MsrA inh	CSN deneddyl inh
C/C(CC(=O)N(C(C)C)C(C)C)=N\NC(=O)c1ccccc1Br	i	10	-3	-0.3	-12	-10	-1	0.7	-3
O=C(C(=O)N1CCN(c2ccccc2)CC1)c1ccco1	i	.	.	0.2	.	.	.	-0.5	-1
COc1ccccc1N1CCN(C(=O)c2ccco2)CC1	i	21	2	-0.6	-5	1	-3	-0.3	5
CCCCn1c(N)c(N(CCOC)C(=O)c2ccc(NC3CC3)c([N+](=O)[O-])c2)c(=O)[nH]c1=O	i	-2	-5	-0.7	-5	-1	-9	-0.8	0
Cn1c(=O)cc(SCC(=O)NCCCN2CCN(c3ccc(F)cc3)CC2)c2ccccc21	i	-4	-15	-0.8	0	-9	-3	-0.7	0
CCN(C[C@H]1N[C@@](CC)(C(=O)OC)[C@H]2C(=O)N(C)C(=O)[C@@H]12)C(=O)c1ccc(C(C)(C)C)cc1	i	21	-1	-0.6	-14	-11	0	-0.6	1
CCCNC(=O)CN1C(=O)NC(CC)(c2ccc(F)cc2)C1=O (stereo not drawn)	i	4	-2	0.8	-2	-16	-2	-0.7	5

Outcome played no part in choosing rows; about 4% have a hit in one of these screens.
